Screening data from PubChem BioAssay.
CAL-PDZ inh HTS: inhibitors of human CAL PDZ peptide binding; Q9HD26; purified CAL PDZ, TMR-peptide fluorescence polarization, 1 h; inhibition, % at 24.9 µM; 300,000 compounds, 0.92% hits; AID 602252;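 active means mean inhibition of at least 30% with at least half of replicates also reaching 30%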;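 further: 0% = DMSO neutral control and 100% = excess unlabeled competitor peptide PRC23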
HTR5A inv ctr: HTR5A inverse agonism, opioid heterodimer counter-screen. P47898. HTR5A cell line, luminescence. inhibition, % at 9.3 µM. 340,000 compounds, 0.083% hits. AID 504634; in the data active means inhibition mostly above about 23%, no sharp cut-off; inactive means mostly below about 18%;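 further: 0% = cells with DMSO and 100% = no-cell wells with DMSO; some compounds called inactive have numbers as strong as hits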
Target sequence (P47898 whole entry, looked up): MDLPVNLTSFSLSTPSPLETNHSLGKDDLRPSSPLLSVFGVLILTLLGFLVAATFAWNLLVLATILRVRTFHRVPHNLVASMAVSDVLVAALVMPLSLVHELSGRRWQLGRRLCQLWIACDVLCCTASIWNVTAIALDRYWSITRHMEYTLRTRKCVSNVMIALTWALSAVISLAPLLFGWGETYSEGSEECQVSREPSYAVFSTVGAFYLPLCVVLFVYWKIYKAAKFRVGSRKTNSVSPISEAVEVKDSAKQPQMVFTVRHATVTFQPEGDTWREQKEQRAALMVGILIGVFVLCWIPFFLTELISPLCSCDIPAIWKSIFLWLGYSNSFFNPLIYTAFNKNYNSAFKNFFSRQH
OPRM1-OPRD1 ag: agonists of human mu-delta opioid receptor heterodimerization. activation, % at 9.3 µM. 340,000 compounds, 0.3% hits. cells, OPRM1-OPRD1 heterodimerization, luminescence. P35372+P41143; in the data active means activation above about 18%;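 further: 0% = vehicle-treated cells and 100% = reference agonist; values of inactives mirror those of a sister screen read the other way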
OPRM1-OPRD1 inv: inverse agonists of human mu-delta opioid receptor heterodimerization; P35372+P41143; cell-based MOR-DOR heterodimer luminescence, inverse agonism; inhibition, % at 9.3 µM; 340,000 compounds, 0.21% hits; AID 504357; in the data active means inhibition above about 22%, passing the limit was not always enough;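 further: 0% = cells with DMSO and 100% = wells without cells with DMSO; values of inactives mirror those of a sister screen read the other way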
LANA DNA inh: blocks KSHV LANA C-terminal domain binding to DNA. inhibition, % at 9 µM. 340,000 compounds, 0.078% hits. MBP-C-LANA/FAM-LBS DNA binding, fluorescence polarization;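 active means highest replicate inhibition at or above 60% at 9 µM, even if other replicates fall short; inactive means all replicates below 60% inhibition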;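 further: 0% = neutral control wells and 100% = 4 µM acridine orange control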
RTF Ca sens act: increases calcium sensitivity of human cardiac regulated thin filaments. IANBD-labeled TnC RTF fluorescence at EC20 calcium; 0% EC20 calcium, 100% full calcium. P19429+P45379. activation, % at 7.2 µM. 340,000 compounds, 0.24% hits;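 active means activation above the mean over all tested compounds plus 3 SD, cut at about 30% in these data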;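 further: rise in fluorescence read as greater calcium sensitivity of cardiac thin filaments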
HTR5A ag: activates human HTR5A in OPRM1-OPRD1 agonist counter-screen; P47898; HTR5A agonist assay, luminescence, cell-based; activation, % at 9.3 µM; 340,000 compounds, 0.61% hits; AID 504692; in the data active means activation mostly above about 9.5%, no sharp cut-off; inactive means mostly below about 7.6%;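 further: 0% = cells with vehicle only and 100% = reference agonist; strong numbers were not always called active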
V-ATPase pH: alters yeast V-ATPase proton transport | response, % at 10 µM | S. cerevisiae, pHLuorin cytosolic pH fluorescence | 350,000 compounds, 0.37% hits; in the data active means response mostly above about 7.3%, no sharp cut-off; inactive means mostly below about 5.4%; further: actives read high; inactives centre near 0; some compounds called inactive have numbers as strong as hits; reference of the scale not given here
Keap1 Nrf2 FP: disrupts human Keap1 binding to Nrf2 peptide; Q14145; Keap1 Kelch-Nrf2 peptide fluorescence polarization, 1536-well; inhibition, % at 9.4 µM; 340,000 compounds, 0.15% hits; AID 504523; in the data active means inhibition above about 12%;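 further: human Keap1 Kelch domain with fluorescein labeled Nrf2 9mer peptide probe; 0% = neutral control wells and 100% = peptide positive control; higher means more block of Keap1 binding to Nrf2 peptide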
Target sequence (Q14145 whole entry, looked up, the tested form may be a part): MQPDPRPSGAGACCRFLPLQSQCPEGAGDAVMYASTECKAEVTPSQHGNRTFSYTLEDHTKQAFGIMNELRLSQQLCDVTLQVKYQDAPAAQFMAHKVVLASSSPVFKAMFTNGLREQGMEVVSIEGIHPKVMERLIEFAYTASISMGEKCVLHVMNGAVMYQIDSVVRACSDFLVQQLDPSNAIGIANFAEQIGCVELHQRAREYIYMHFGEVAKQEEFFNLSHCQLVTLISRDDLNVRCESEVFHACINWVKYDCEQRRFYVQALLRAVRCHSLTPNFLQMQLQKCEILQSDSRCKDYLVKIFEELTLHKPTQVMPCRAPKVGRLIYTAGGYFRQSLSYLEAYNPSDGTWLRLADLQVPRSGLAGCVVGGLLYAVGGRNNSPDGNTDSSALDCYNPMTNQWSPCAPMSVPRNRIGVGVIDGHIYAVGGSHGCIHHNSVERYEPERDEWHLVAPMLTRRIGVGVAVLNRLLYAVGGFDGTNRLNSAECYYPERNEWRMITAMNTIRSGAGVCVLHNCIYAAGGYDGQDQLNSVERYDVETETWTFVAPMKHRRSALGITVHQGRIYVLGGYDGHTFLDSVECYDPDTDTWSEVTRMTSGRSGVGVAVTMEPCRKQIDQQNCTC
RTF Ca sens inh: cardiac RTF calcium desensitization; P19429+P45379; 340,000 compounds, 0.12% hits; IANBD-labeled cardiac RTF, Ca2+ fluorescence; inhibition, % at 7.15 µM;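 active means inhibition above the mean inhibition of all tested compounds plus 3 SD, cut at about 17% in these data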;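 further: assay run at fixed EC70 calcium of 1.6 mM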
Active calls of the source: *; nt = not tested or not shown.

SMILES	CAL-PDZ inh HTS	HTR5A inv ctr	OPRM1-OPRD1 ag	OPRM1-OPRD1 inv	LANA DNA inh	RTF Ca sens act	HTR5A ag	V-ATPase pH	Keap1 Nrf2 FP	RTF Ca sens inh
CCN1CCN(C(CC(C)C)c2nnnn2CS(=O)(=O)c2ccc(C)cc2)CC1 (stereo not drawn)	-2	-1	-2.7	14	-1.5	12	1	-3	-2	-1
O=C(c1cc(-c2ccccc2)nc2ccccc12)N1CCCC1	0	1	-1.2	8	-0.9	-1	0	-2	0	-7
Cc1ccc2nc(/C(C#N)=C\c3cc(C)n(-c4cccc([N+](=O)[O-])c4)c3C)[nH]c2c1	-8	-20	6.5	-35	-0.4	1	6	-2	-5	1
N/C(=N\OC(=O)c1cccc2ccccc12)c1cccnc1	0	-13	6.4	-40	-0.2	-2	2	-5	0	-2
CCOc1ccc(N=C2NC(=O)SC2CC(=O)OC)cc1 (stereo not drawn)	1	23	-2.7	14	-0.5	0	0	3	-4	2
O=[N+]([O-])c1ccc(-c2csc(N3CCc4ccccc4C3)n2)cc1	2	15	2.2	-12	-0.3	-10	-1	1	-5	0
Cc1ccc(Cl)c(OC(=O)c2nn(C(C)C)c(=O)c3ccccc23)c1	-3	12	5.5	-33	-1.8	-1	-4	4	2	-2
Cc1cc(C)n(CC(=O)N/N=C/c2ccc(C)o2)n1	-10	4	-1.5	7	-0.1	0	-4	-2	-4	-1
COC(=O)c1nn(-c2cccc(C)c2)c2nnc(Cc3ccc(C)cc3)c(=O)n12	-3	5	0.2	-1	-1.0	3	-2	2	1	-6
COc1cccc(N2CCN(S(=O)(=O)c3ccc4c(c3)CC(C)N4C(=O)C3CC3)CC2)c1 (stereo not drawn)	-6	-16	-2.3	11	0.6	4	4	1	3	-7
CCCn1c(-c2ccc[nH]c2=O)nc2cc(C)c(C)cc21	-3	-14	-2.4	12	0.4	6	0	-2	2	-11
COc1ccc(CNC(=O)CN2C(=O)C(C)N(c3ccc(C)cc3)C2=O)cc1 (stereo not drawn)	-1	-8	-1.4	8	-0.8	4	12*	nt	-1	7
COc1cc(/C=C2\C(=N)N3N=C(CC(=O)N4CCOCC4)SC3=NC2=O)cc(OC)c1OC	1	-17	-4.7	24	-0.2	-5	3	-2	-1	2
O=C(c1ccccc1Cl)N(Cc1ccc(Br)cc1)N1C(=O)CCC1=O	2	1	-1.6	8	-1.5	3	0	-3	-3	-5
O=C(COC(=O)[C@@H]1CCCN1C(=O)c1cccs1)Nc1cccc(Cl)c1	-2	-2	3.2	-13	6.3	-3	1	3	-2	-2
COc1ccc(-c2csc(NC(=O)CSCC(=O)Nc3cc(C)on3)n2)c(OC)c1	-6	-1	-1.7	11	0.1	-4	1	0	-4	-20
O=C(NCc1ccc(Cl)cc1)C(=O)NCC1OCCN1C(=O)c1cccs1 (stereo not drawn)	-3	-12	-2.5	14	2.2	2	0	-4	0	4
C=C1c2c(Cl)ccc(O)c2C(O)=C2C(=O)[C@]3(O)C(O)=C(C(N)=O)C(=O)[C@@H](N(C)C)[C@@H]3[C@@H](O)C12 (stereo partly drawn)	5	-9	3.1	-17	41	-5	2	-1	7	7
CCCn1c(SCC(=O)c2cc(OC)ccc2OC)nnc1C(C)C	-4	16	1.7	-10	0.5	-10	-5	6	0	-3
CC(C)N(C(=O)COC(=O)c1cncc(Br)c1)C(C)C	10	-16	-1.3	6	-0.9	2	6	-2	-4	-1
CCOc1ccc(C(=O)NCC(=O)OCc2c(C)noc2C)cc1	24	14	-2.4	13	0.9	-3	-2	2	1	-6
CCOC(=O)c1nc(NCCc2ccccc2)sc1C	1	11	5.1	-27	0.8	5	-4	2	4	-4
NS(=O)(=O)c1cccc(NC(=O)CSc2nnc(C3CC3)n2C2CC2)c1	-5	-10	-0.2	1	0.6	-2	-2	-1	-4	-11
COc1cc(NC(=O)Cn2cnc3ccccc3c2=O)c(OC)cc1Cl	-1	10	-1.9	9	-1.0	-4	-4	-1	-3	-8
COc1cc(CN2CC(=O)N(c3ccc(C)c(Cl)c3)C2=S)cc(OC)c1OC	-9	2	0.3	-1	-9.7	2	-1	3	4	4
COC(=O)c1cc2c(cc1N)OCCO2	-3	37	-2.5	13	-0.7	4	-1	-1	0	3
COC(=O)CCC(=O)OC1(C)C(=O)C2=CN(CCc3c[nH]c4ccccc34)C(c3ccc(OC)cc3)=CC2=C(Br)C1=O (stereo not drawn)	1	-98	4.8	-27	-2.6	12	38*	1	-4	-19
CC(=O)c1cccc(NC(=O)C2CCCCC2)c1	1	-5	-1.8	11	-1.2	3	2	-1	-1	-7
CC(=O)N/C(=C/c1ccc2c(c1)OCO2)C(=O)NCCO	4	-36	1.3	-8	-1.4	-4	13	-8	-3	2
Cc1ccc(S(=O)(=O)NCc2ccc(C(=O)NCCc3ccc(S(N)(=O)=O)cc3)cc2)cc1	-1	-11	-1.5	7	-1.4	1	3	5	-3	-3
O=C(N/N=C/c1cccc(Cl)c1)C1CCCC1	-1	2	0.2	-1	0.8	-2	0	2	0	-2
CCOc1cc(N2CCOCC2)c(OCC)cc1NC(=O)CN1CCSC1=O	-2	12	-4.0	15	1.1	3	-2	1	0	8
CCOC(=O)c1cc2c(=O)n3ccccc3nc2n(CCOC)c1=NC(=O)C(C)(C)C	-1	7	-0.1	1	0.3	4	2	-2	-1	-7
O=[N+]([O-])c1cc(Cl)ccc1N1CCCCC1	-5	19	-1.0	5	0.5	-3	-4	0	1	-1
O=C(CSCc1nc2c(nnn2Cc2ccc(F)cc2)c(=O)[nH]1)Nc1cccc(C(F)(F)F)c1	1	9	0.1	-1	0.3	8	0	5	-6	-12
COC(=O)c1cc(C(=O)OC)cc(N2C(=O)CC(Sc3nc(C)cc(C)n3)C2=O)c1 (stereo not drawn)	-4	27	-2.2	12	-2.0	8	-10	-1	-1	10
CCCCN(CC)CCCNC(=O)C1c2ccccc2C(=O)N(C)C1c1cn(C)c2ccccc12 (stereo not drawn)	-6	-2	-0.1	0	-1.8	-1	3	-3	-4	-10
CC(C)(C)c1csc(NC(=O)CSc2nc3ccccc3c(=O)[nH]2)n1	-4	7	0.1	-1	-0.3	-4	4	0	-5	3
Nc1ccc(C(=O)n2c3ccccc3c3ccccc32)cc1	0	-16	-1.5	8	-0.2	-3	4	-1	-4	6
Cc1ccccc1N=Nc1c(N)n[nH]c1N	-2	-6	1.1	-6	-1.0	11	2	3	-5	-8

Already shown: 12 of the compounds above.
SMILES	CAL-PDZ inh HTS	HTR5A inv ctr	OPRM1-OPRD1 ag	OPRM1-OPRD1 inv	LANA DNA inh	RTF Ca sens act	HTR5A ag	V-ATPase pH	Keap1 Nrf2 FP	RTF Ca sens inh
CC(=O)N/C(=C/c1ccc2c(c1)OCO2)C(=O)NCCO	4	-36	1.3	-8	-1.4	-4	13	-8	-3	2
Cc1ccc(S(=O)(=O)NCc2ccc(C(=O)NCCc3ccc(S(N)(=O)=O)cc3)cc2)cc1	-1	-11	-1.5	7	-1.4	1	3	5	-3	-3
O=C(N/N=C/c1cccc(Cl)c1)C1CCCC1	-1	2	0.2	-1	0.8	-2	0	2	0	-2
CCOc1cc(N2CCOCC2)c(OCC)cc1NC(=O)CN1CCSC1=O	-2	12	-4.0	15	1.1	3	-2	1	0	8
CCOC(=O)c1cc2c(=O)n3ccccc3nc2n(CCOC)c1=NC(=O)C(C)(C)C	-1	7	-0.1	1	0.3	4	2	-2	-1	-7
O=[N+]([O-])c1cc(Cl)ccc1N1CCCCC1	-5	19	-1.0	5	0.5	-3	-4	0	1	-1
O=C(CSCc1nc2c(nnn2Cc2ccc(F)cc2)c(=O)[nH]1)Nc1cccc(C(F)(F)F)c1	1	9	0.1	-1	0.3	8	0	5	-6	-12
COC(=O)c1cc(C(=O)OC)cc(N2C(=O)CC(Sc3nc(C)cc(C)n3)C2=O)c1 (stereo not drawn)	-4	27	-2.2	12	-2.0	8	-10	-1	-1	10
CCCCN(CC)CCCNC(=O)C1c2ccccc2C(=O)N(C)C1c1cn(C)c2ccccc12 (stereo not drawn)	-6	-2	-0.1	0	-1.8	-1	3	-3	-4	-10
CC(C)(C)c1csc(NC(=O)CSc2nc3ccccc3c(=O)[nH]2)n1	-4	7	0.1	-1	-0.3	-4	4	0	-5	3
Nc1ccc(C(=O)n2c3ccccc3c3ccccc32)cc1	0	-16	-1.5	8	-0.2	-3	4	-1	-4	6
Cc1ccccc1N=Nc1c(N)n[nH]c1N	-2	-6	1.1	-6	-1.0	11	2	3	-5	-8

More records:
SMILES	CAL-PDZ inh HTS	HTR5A inv ctr	OPRM1-OPRD1 ag	OPRM1-OPRD1 inv	LANA DNA inh	RTF Ca sens act	HTR5A ag	V-ATPase pH	Keap1 Nrf2 FP	RTF Ca sens inh
CCSc1nnc(NC(=O)CSc2nc3c(c(=O)n2CCOC)SC(C)C3)s1 (stereo not drawn)	nt	-14	-1.2	7	0.3	3	4	0	-2	-3
COc1ccc(CCNc2ccncn2)cc1	-4	3	2.8	-14	-0.4	1	-1	-1	1	-4
O=C(NCc1nc2ccccc2[nH]1)C1=C[C@H](c2ccc(C(F)(F)F)cc2)C[C@H](OCc2ccc(CO)cc2)O1	-3	7	7.4	-41	-1.8	-2	0	-4	-9	6
Cc1ccc(NC(=S)N(Cc2ccc(Br)cc2)Cc2ccc(C(=O)O)cc2)cc1C	nt	-23	-0.9	5	0.0	5	1	0	8	-7
COc1ccc(NS(=O)(=O)c2cccs2)c(OC)c1	-2	-10	-2.2	9	0.0	-2	4	3	-1	-7
CN(C)c1ccc(C(=O)OCC(=O)N2CCOCC2)cc1	2	11	-2.5	12	0.6	-2	-5	-6	-4	6
O=C(Nc1ccc(F)cc1)OCCOc1ccc([N+](=O)[O-])cc1	2	-13	-2.0	11	4.7	-5	3	1	-5	-3
CC1(C)C2CCC1(C)C(OC(=O)CSc1nc(N)cc(=O)[nH]1)C2 (stereo not drawn)	-2	-8	-1.4	8	0.5	-5	0	2	-5	0
CC1(C)Cc2c(cnn2-c2ccc(F)cc2)C(NC(=O)c2ccoc2)C1 (stereo not drawn)	5	-14	-0.7	3	8.9	10	6	0	4	-13
Cc1cccc(C)c1OCC(O)CN1CCN(c2ccccn2)CC1 (stereo not drawn)	2	10	-1.9	10	-1.0	-3	-4	-2	0	7
O=C(N/N=C/C1CCCCC1)c1ccccn1	-1	1	-1.2	6	-0.8	-1	0	1	-1	1
CCN(CCO)C(=O)C12CCC(C)(C(=O)C1)C2(C)C (stereo not drawn)	nt	2	-2.3	12	1.1	1	-1	-4	-4	-7
